# Screening results deposited in PubChem by several laboratories.
# S1P3 antagonist: S1P3 receptor antagonists, primary screen, cell-based; Sphingosine 1-phosphate receptor 3 (Homo sapiens), Q99500; CHO S1P3 NFAT-BLA reporter, FRET fluorescence, antagonist mode; inhibition, % at 4.98 µM; 170,000 compounds, 0.27% hits; AID 485, 2006;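 active means inhibition above the plate cutoff, the mean inhibition of test wells on that plate plus 3 SD, cut at about 28% in these data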;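 further: cells challenged with S1P at its EC80 of 0.8 µM; blue over green emission ratio from cleaved BLA substrate after 4 h stimulation; 0% = S1P-stimulated wells and 100% = unstimulated DMSO-only wells; some compounds past the cut are filed as inactive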
# SRC2 TRFRET art: TR-FRET signal artefacts, primary screen, artefact control for PPARgamma SRC-2 agonist project, biochemical; TR-FRET artefact counter-screen; stronger effect = higher value; TR-FRET ratio at 8 µM; 200,000 compounds, 0.4% hits; AID 1049, 2008; in the data active means TR-FRET ratio above about 2000; further: inactives centre near 1500
# PMI act: activators of human PMI, primary screen, biochemical, fluorescence intensity, near-Km mannose 6-phosphate; Mannose-6-phosphate isomerase (Homo sapiens), P34949; purified human PMI, coupled resazurin fluorescence, 20 min; stronger effect = higher value; 1 = vehicle control, 0 substrate-free wells; activation factor at 20 µM; 190,000 compounds, 0.005% hits;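 active means activation factor of 2 or more at 20 µM, relative to plate controls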
# Target sequence (P34949 whole entry, looked up): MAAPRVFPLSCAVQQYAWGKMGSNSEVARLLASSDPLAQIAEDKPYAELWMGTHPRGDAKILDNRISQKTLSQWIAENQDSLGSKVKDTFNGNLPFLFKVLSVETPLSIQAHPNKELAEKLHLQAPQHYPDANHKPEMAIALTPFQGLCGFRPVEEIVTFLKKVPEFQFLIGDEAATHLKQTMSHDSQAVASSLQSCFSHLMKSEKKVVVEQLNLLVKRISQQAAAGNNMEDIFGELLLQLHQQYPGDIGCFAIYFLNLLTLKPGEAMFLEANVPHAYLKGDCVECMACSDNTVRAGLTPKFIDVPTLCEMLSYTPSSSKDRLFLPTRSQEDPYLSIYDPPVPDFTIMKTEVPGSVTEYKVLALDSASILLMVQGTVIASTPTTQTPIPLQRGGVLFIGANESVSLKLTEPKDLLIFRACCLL
# PMI act hi M6P: human PMI activators, high substrate, primary screen, biochemical, fluorescence intensity, near-saturating mannose 6-phosphate; coupled PMI enzyme assay, resazurin fluorescence, 20 min; stronger effect = higher value; 1 = untreated enzyme, 0 = substrate-free blank; 190,000 compounds, 0.34% hits; activation factor at 20 µM;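 active means activation factor of 2 or more at 20 µM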
#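 Test system: human phosphomannose isomerase with PGI, G6PDH, diaphorase coupling enzymes / Doses: 20 µM compound, 1% DMSO / Times: enzyme reaction with compound 20 min at room temperature / Measured by: Diaphorase-driven resazurin-to-resorufin fluorescence, excitation 544, emission 590 nm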
# G6PDH counter: L. mesenteroides G6PDH inhibitors, counter-screen for G6PDH-coupled screening assays, biochemical, Leuconostoc mesenteroides enzyme. glucose-6-phosphate dehydrogenase [Leuconostoc mesenteroides]. Purified L. mesenteroides G6PDH, diaphorase/resazurin coupled fluorescence, 45 min. inhibition, % at 5 µM. 200,000 compounds, 0.12% hits; in the data active means inhibition above about 50%
# PPARg SRC-1 ag: PPARgamma agonists recruiting SRC-1 coactivator, primary screen, biochemical; Peroxisome proliferator-activated receptor gamma (Homo sapiens), P37231; PPARgamma-SRC-1 coactivator recruitment biochemical assay; activation, % at 8 µM; 200,000 compounds, 0.41% hits; AID 631, 2007; in the data active means activation above about 19%;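 further: 0% = DMSO and 100% = reference agonist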
# Target sequence (P37231 whole entry, looked up): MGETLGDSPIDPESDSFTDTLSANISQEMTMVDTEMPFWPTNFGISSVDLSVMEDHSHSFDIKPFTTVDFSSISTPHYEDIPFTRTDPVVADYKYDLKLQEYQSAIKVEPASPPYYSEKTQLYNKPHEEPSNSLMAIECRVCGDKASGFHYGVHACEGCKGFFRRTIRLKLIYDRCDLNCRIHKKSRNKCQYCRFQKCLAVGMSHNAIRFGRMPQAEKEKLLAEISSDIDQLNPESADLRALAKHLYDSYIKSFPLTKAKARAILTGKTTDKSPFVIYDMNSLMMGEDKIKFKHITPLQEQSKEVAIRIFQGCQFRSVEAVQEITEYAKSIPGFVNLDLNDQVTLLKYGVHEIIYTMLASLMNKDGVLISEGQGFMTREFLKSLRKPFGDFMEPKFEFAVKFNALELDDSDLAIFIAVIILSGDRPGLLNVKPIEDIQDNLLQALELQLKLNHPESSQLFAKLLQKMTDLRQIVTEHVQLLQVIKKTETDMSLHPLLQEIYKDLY
# ROMK primary: ROMK potassium channel modulators, primary screen, cell-based, thallium flux, MLSMR library. ATP-sensitive inward rectifier potassium channel 1 (Homo sapiens), P48048. Tet-inducible ROMK, thallium flux fluorescence; actives lie on both sides. B-score at 10 µM. 130,000 compounds, 2% hits. AID 1918, 2009;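 active means signal ratio slope over the read window, or its plate-corrected B-score, at least 3 SD from the plate mean, either direction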;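 further: B-score of the F/F0 ratio slope over 7 to 12 s after thallium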
# Diaph act CS: compounds boosting diaphorase resazurin reduction – biochemical, uHTS, resorufin fluorescence, counter-screen for diaphorase-coupled primary assays, primary screen. Diaphorase/resazurin coupled assay, 16 min; stronger effect = higher value; 1 = vehicle wells, 0 = NADH-free wells. activation factor at 20 µM. 190,000 compounds, 0.005% hits;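 active means diaphorase activity raised at least twofold by the compound at 20 µM; inactive means activation factor below 2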
#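 Assay system: bacterial diaphorase enzyme (C. kluyveri) / Input: enzyme 0.07 U/mL final / Medium: 50 mM HEPES pH 7.4 with 4.542 mM MgCl2, 0.005% Tween 20 / Doses: single compound dose of 20 µM, 1% DMSO final / Incubation: 16 min enzyme reaction, ambient temperature / Signal: fluorescence, excitation 544 nm and emission 590 nm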
# PPARg SRC3 recr: PPARgamma agonists recruiting SRC-3 coactivator, primary screen, biochemical; activation, % at 8 µM; biochemical PPARgamma/SRC-3 coactivator recruitment assay; AID 731, 2007; Peroxisome proliferator-activated receptor gamma (Homo sapiens), P37231; 200,000 compounds, 0.26% hits; in the data active means activation above about 23%;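 further: 0% = DMSO and 100% = reference agonist; some compounds past the cut are filed as inactive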
# Diaphorase inh: diaphorase inhibitors and chemical oxidizers, primary screen, counter-screen for diaphorase-coupled primary assays, biochemical, uHTS, resorufin fluorescence. diaphorase resazurin-to-resorufin fluorescence, NADH, 16 min; bacterial (C. kluyveri) enzyme, not human. inhibition, % at 20 µM. 190,000 compounds, 0.69% hits;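 active means primary screen inhibition at 20 µM above a set limit, cut at about 50% in these data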;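 further: plate controls were DMSO with full reaction for no effect and wells lacking NADH for full effect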
#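 System: Diaphorase enzyme from Clostridium kluyveri | Amount: Enzyme working solution with 0.14 U/mL diaphorase | Benchmarks: No-NADH positive control and DMSO neutral control | Signal: Fluorescence of resorufin formed from resazurin, Ex 544/Em 590 nm | Schedule: 16-min room-temperature incubation before reading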
# PPARg SRC-2 ag: agonists of PPARg-SRC-2 recruitment, primary screen, biochemical, HTS. Peroxisome proliferator-activated receptor gamma (Homo sapiens), P37231. PPARgamma LBD-SRC-2 recruitment. activation, % at 8 µM. 200,000 compounds, 0.34% hits; in the data active means activation above about 22%;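 further: 0% = vehicle and 100% = reference agonist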
# The depositor's hits bear a star; x = no result given.
item	Structure	S1P3 antagonist	SRC2 TRFRET art	PMI act	PMI act hi M6P	G6PDH counter	PPARg SRC-1 ag	ROMK primary	Diaph act CS	PPARg SRC3 recr	Diaphorase inh	PPARg SRC-2 ag
1	COCCN(CC(=O)NCC1CCCO1)C(=O)CCC(=O)Nc1cc(C)ccn1 (stereo not given)	x	1336	1.1	1.1	1	-6	x	1.1	-2	-12	0
2	Cc1cc(C(F)F)n2nc(C(=O)Nc3cccc(C(F)(F)F)c3)nc2n1	-18	1563	0.9	1	-7	-8	0.56	0.9	0	6	-1
3	CCOc1cccc(Oc2ccc(C(F)(F)F)cn2)c1	-15	1496	0.9	1	0	5	x	0.9	10	5	-1
4	CCOC(=O)C(CSCC(=O)c1ccc(Br)cc1)NC(=O)OC(C)(C)C (stereo not given)	x	1526	0.9	0.9	5	4	x	0.7	-7	25	0
5	CCOc1ccccc1OCc1nn2c(-c3ccc(C)cc3)nnc2s1	-30	1484	0.9	1	6	6	x	0.9	4	13	2
6	COC(=O)Cc1c(O)ccn(Cc2ccc3c(c2)OCO3)c1=O	-11	1552	1	1	11	0	1.7	0.9	0	7	-4
7	CCOC(=O)N1CCN(CC(=O)Nc2ccc(Oc3ccccc3)cc2)CC1	x	1427	1	1	12	0	x	1	9	2	5
8	C=CCN(CC(=O)Nc1c(C)cccc1CC)C(=O)SCCC	x	1508	0.9	1	-1	0	-0.79	0.9	12	11	8
9	CNc1cc(C(F)(F)F)nc(-c2ccccn2)n1	x	1520	1	1.1	10	5	x	1	3	0	2
10	CC(=O)NS(=O)(=O)c1ccccc1	-25	1348	1	1	9	4	-0.012	1	-2	4	-6
11	COCCn1nnnc1C(C(C)C)N1CCCC(C)C1 (stereo not given)	-8	1764	0.9	1	8	-3	0.22	0.8	1	17	-2
12	Cc1nn(C)c(Cl)c1S(=O)(=O)N[C@@H](c1ccccc1)[C@]1(C)C[C@H]1[C@@H](C)C(=O)Nc1ccc2ccccc2c1	-15	1635	0.9	0.9	8	9	-1.7	0.8	2	20	13
13	COc1cc(SC)ccc1C(=O)Nc1ccc(C)cc1	17	1635	1	1	10	4	-0.68	1	6	2	3
14	CCNc1oc(COc2ccccc2F)nc1C#N	x	1447	0.9	1	6	0	x	0.9	-3	13	-4
15	O=C(NCC(c1ccc(F)cc1)N1CCOCC1)c1cc(F)c(F)c(F)c1F (stereo not given)	-1	1581	1.1	1	3	14	-0.17	0.9	5	7	4
16	CCN1CCN(Cc2c(OC)ccc3ccccc23)CC1	-1	1499	0.9	0.9	-14	-2	-0.7	0.8	1	24	8
17	CC1C(c2ccccc2)N(C)CCC12NC(=O)NC2=O (stereo not given)	8	1355	0.8	0.9	23	-4	x	0.9	-7	7	7
18	O=c1c2c(nc3cc(-c4ccccc4Cl)[nH]n13)CCS2	-5	1542	1	0.9	-1	0	0.13	0.8	8	17	1
19	CC1(CCc2ccccc2)NC(=O)N(CC(=O)Nc2ccc3c(c2)OCCO3)C1=O (stereo not given)	-23	1672	1.1	1	1	3	0.91	0.9	7	7	5
20	CC(=O)/C(N)=N/Nc1cccc(Cl)c1	-14	1569	1.2	1.1	0	4	-0.15	0.7	1	30	3
21	Cc1ccc(CCN2CC(C(=O)NC3CCCC3)CC2=O)cc1 (stereo not given)	8	1745	1	1.1	0	16	-0.034	0.9	6	13	16
22	CCC(=O)c1c(OCc2ccccc2)ccc2c(C)cc(=O)oc12	-14	1473	1.1	1.1	-2	2	0.54	1	1	4	0
23	Cc1cc(C)n(Cc2ccc(C(=O)Nc3ccc(Br)cc3C)o2)n1	1	1664	1	0.9	1	4	-0.63	0.9	3	9	0
24	CCOC(=O)CC1=NN(c2ccccc2)C(=O)C1	-18	1572	1.1	1	14	-1	-0.055	0.9	4	8	0
25	O=C(Nc1nnc(-c2cccnc2)o1)c1cccc([N+](=O)[O-])c1	-12	1522	1.2	1.2	6	8	0.48	0.9	-1	5	1
26	N#CCSc1nc2ccccc2c(=O)n1CCCC(=O)NCC1CCCO1 (stereo not given)	12	1553	0.9	0.9	9	-8	0.21	1	2	4	-2
27	CCOC(=O)Cn1nnnc1CN(Cc1cccs1)Cc1cc2cc(C)cc(C)c2[nH]c1=O	x	1544	0.9	1	10	-4	-0.98	0.9	-12	14	1
28	O=c1cc(O)sc2ccccc12	17	1331	0.8	0.9	5	-2	0.095	0.9	0	13	-3
29	CCOc1cc(C(=O)NC(C)C2CCCO2)cc(OCC)c1OCC (stereo not given)	-14	1397	0.9	0.9	8	-7	x	0.9	3	6	2
30	Cc1nn(-c2ccccc2)c(Cl)c1C(=O)OC(C)C(=O)Nc1ccc2c(c1)OCO2 (stereo not given)	x	1526	0.9	0.9	5	1	x	0.8	15	24	13
31	O=c1nc(-c2ccccc2)cc(-c2ccccc2)[nH]1	-24	1478	1.1	1.1	5	-2	x	0.9	-2	12	8
32	Cc1nc(SCC(=O)NCc2ccco2)c2c3c(sc2n1)CCCC3	8	1658	0.9	0.9	10	6	x	0.7	7	29	14
33	CC(OC(=O)c1ccc(S(=O)(=O)NCc2ccco2)cc1)C(=O)Nc1ncc(Cl)cc1Cl (stereo not given)	9	1388	1	1	8	2	x	0.9	-5	12	-1
34	Cc1nn(Cc2ccc(C(=O)n3cccn3)o2)c(C)c1Br	x	1590	1	1.1	-1	2	0.87	1	8	-4	0
35	COc1ccc(-c2c3c(=O)n(C)c(=O)n(C)c3cn2N2CCOCC2)cc1	x	1565	0.9	1	-18	5	x	0.9	-1	10	3
36	NC(=S)n1[nH]c(-c2ccc([N+](=O)[O-])cc2)c(N=Nc2ccccc2[N+](=O)[O-])c1=O	9	1548	1.2	1.1	8	-1	2	0.7	5	27	6
37	COc1ccc(C2N(c3cc(Cl)ccc3OC)C(=O)C3CCCN32)cc1 (stereo not given)	-33	1482	1	1	8	0	x	1	4	0	-1
38	CCOC(=O)c1cnc2c(Cl)cccc2c1NCCN1CCOCC1	-7	1686	1	1	9	3	-0.27	0.9	2	12	-1
39	CCOc1cc(N2CCOCC2)c(OCC)cc1NC(=O)[C@H](C)N1C(=O)C2CC=CCC2C1=O (stereo not given in full)	-12	1507	1	1	3	3	1.5	0.9	1	10	3
40	c1coc(CNc2ncnc3sc4c(c23)CCCCC4)c1	-9	1617	1.1	1	4	4	x	0.8	2	19	4
41	CC(C)(C)NC(=O)NC(=O)COC(=O)c1ccc2c(c1)S(=O)(=O)N=C1CCCCCN12	-5	1451	0.9	0.9	14	5	x	0.9	3	11	4
42	COc1ccc(NC(=O)CSc2nc(C)cs2)cc1	-11	1515	0.9	0.9	5	2	0.82	0.9	-5	7	-4
43	Cc1nc2cc(O)ccc2n1C	-4	1394	0.9	0.9	13	0	x	0.9	-12	12	-2
44	CCc1nc(NCCCCCO)c2nnn(Cc3ccccc3F)c2n1	x	1642	1	1	6	1	0.0089	1	3	0	-2
45	CC1(C)CC(=O)C2=C(C1)OC(N)=C([N+](=O)[O-])C2c1cccs1 (stereo not given)	2	1431	1	0.9	6	4	x	0.9	1	14	1
46	Cc1ccc(CCNc2ccccc2)c[n+]1[O-]	-8	1603	1	1	1	-4	0.19	1.1	-2	-7	3
47	CC(CCc1ccco1)NC(=O)Cn1nc(Cc2ccncc2)c2ccccc2c1=O (stereo not given)	-36	1463	1	1	0	6	x	0.9	-1	9	-7
48	CC(C)N(c1ccccc1)c1ccc(NC(=O)COC(=O)CCN2C(=O)c3cccc([N+](=O)[O-])c3C2=O)cc1	-8	1340	0.9	0.9	-26	-7	-0.45	0.8	0	17	-3
49	CCOc1ccccc1C1C(C(N)=O)=C(C)Nc2nc(-c3ccccc3Cl)nn21 (stereo not given)	-36	1641	1	1	5	2	-0.056	0.8	4	16	-6
50	O=C(Cn1nnc(-c2ccc(CN3CCOCC3)cc2)n1)N(c1ccccc1)c1ccccc1	2	1588	0.9	0.9	13	11	x	0.8	-2	17	2
51	COc1ccc([N+](=O)[O-])cc1NC(=O)Cc1noc2ccccc12	-12	1658	1	1	5	2	1.1	0.9	6	9	6
52	Cc1ccnc(NC(=O)Nc2ccc(F)cc2)c1	7	1637	1	1	-2	5	x	0.9	5	6	4
53	COc1ccc(C(=O)Nc2ccc(-c3ccc(NC(=O)c4ccc(OC)cc4)c(OC)c3)cc2OC)cc1	5	1646	0.9	1.1	-24	-1	x	0.9	6	8	-5
54	CC1=NN(c2ccccc2)C(=O)/C1=C/C=C/c1ccccc1	12	1420	1	1	1	0	0.37	0.9	-4	14	5
55	O=C1NCCCCC1NC1CC(=O)N(c2ccccc2)C1=O (stereo not given)	21	1427	1	1	-5	6	x	0.9	-4	8	2
56	CCN1C(=O)C2C(C1=O)N1C(c3ccccc3)C3C(=O)N(CC)C(=O)C3N1C2c1ccccc1 (stereo not given)	x	1558	0.9	0.9	2	9	x	0.9	-3	13	0
57	CN=C1CC(C)(C)CC(=O)/C1=C(/O)CCC(=O)NC	6	1534	1.1	1.1	2	-4	x	1.1	-4	-5	-2

# Ordered by molar mass (descending): part of the list above.
item	Structure	S1P3 antagonist	SRC2 TRFRET art	PMI act	PMI act hi M6P	G6PDH counter	PPARg SRC-1 ag	ROMK primary	Diaph act CS	PPARg SRC3 recr	Diaphorase inh	PPARg SRC-2 ag
12	Cc1nn(C)c(Cl)c1S(=O)(=O)N[C@@H](c1ccccc1)[C@]1(C)C[C@H]1[C@@H](C)C(=O)Nc1ccc2ccccc2c1	-15	1635	0.9	0.9	8	9	-1.7	0.8	2	20	13
22	CCC(=O)c1c(OCc2ccccc2)ccc2c(C)cc(=O)oc12	-14	1473	1.1	1.1	-2	2	0.54	1	1	4	0
17	CC1C(c2ccccc2)N(C)CCC12NC(=O)NC2=O (stereo not given)	8	1355	0.8	0.9	23	-4	x	0.9	-7	7	7
